# aDG glyco up: increases alpha dystroglycan glycosylation; Pro5-aDG cells, alpha-DG glycosylation AlphaScreen (IIH6); 0% Pro5, 100% B10-LARGE cell signal; activation, % at 10 µM; 360,000 compounds, 0.22% hits; AID 624168;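 active means activation of at least 8% versus controls, or a plate z-score of at least 8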;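 further: Pro5 are CHO cells carrying HIG-tagged alpha-DG that lacks glycosylation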
# HTR2A ag: mouse HTR2A agonism via beta-arrestin recruitment. P35363. CHO-K1 mHTR2A beta-arrestin complementation, luminescence; percent of 30 µM serotonin response. activation, % at 7.6 µM. 360,000 compounds, 0.66% hits. AID 624169;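 active means activation above a run cutoff, the mean activation of all tested compounds plus 3 SD, cut at about 14% in these data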;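 further: 0% = plate median of compound wells and 100% = 30 µM serotonin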
# PDI turbidity: inhibitors of human protein disulfide isomerase | inhibition, % at 10 µM | P07237 | 350,000 compounds, 0.052% hits | AID 588391 | PDI insulin aggregation turbidity, A650, 90 min;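 active means mean inhibition across replicates of 30% or more, whatever share of single replicates reach that level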;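 further: absorbance from insulin aggregation driven by PDI reduction with DTT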
# CaV13 FRET inh: Primary screen for inhibitors of IQ motif and Ca2+-dependent inactivation inhibitor domain binding in CACNA1D, Förster resonance energy transfer in living cells, …. inhibition, % at 12.3 µM. HEK cells, CFP/YFP FRET ICDI-IQ, plate reader, 10 min; percent FRET-ratio fall versus neutral wells. 340,000 compounds, 0.098% hits;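 active means mean replicate inhibition of at least 30% and at least 1% of replicates passing that level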;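 further: 0% = median of the neutral control wells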
# H9c2 protect: myocardial damage modulation in H9c2 cells | H9c2 cardiomyocytes, H2O2 injury protection, ATPLite, 2 h | protection from H2O2 cell death, % at 20 µM | 360,000 compounds, 0.63% hits | AID 588492;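 active means compounds giving at least 50% protection of heart cells from peroxide-induced death in the single-dose screen, raw or plate-pattern-corrected value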;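 further: 0% = DMSO wells with peroxide and 100% = DMSO wells without peroxide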
# hiPSC survival: increases survival of single human iPS cells; hiPSC single-cell survival, ATPlite luminescence; 100% = ROCK inhibitor wells, 0% = DMSO; survival enhancement, % at 20 µM; 360,000 compounds, 0.044% hits; AID 602274; in the data active means survival enhancement above about 18%;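 further: cells exposed to compounds for 16 hours before the ATP read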
# Vif inh: inhibitors of HIV Vif. HEK293T cells, Vif self-association by quenched fluorescence, imaging, 24 h. AID 602346. inhibition, % at 7.49 µM. 340,000 compounds, 0.35% hits; in the data active means inhibition above about 50%, passing the limit was not always enough; further: some results filed as inactive read as strong as hits
# ABCB6 inh 2: blocks the human ABCB6 transporter | Q9NP58 | K562-ABCB6 porphyrin accumulation, flow cytometry, 1 h; active compounds read low | fluorescence ratio to DMSO, % at 10 µM | 360,000 compounds, 0.19% hits | AID 602162;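 active means fluorescence ratio to DMSO below 75%, the collection mean minus 3 SD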;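 further: signal is porphyrin accumulated inside mitochondria; 100% equals median channel fluorescence of DMSO control wells; lower ratio means ABCB6 inhibition with less porphyrin fluorescence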
# Target sequence (Q9NP58 whole entry, looked up): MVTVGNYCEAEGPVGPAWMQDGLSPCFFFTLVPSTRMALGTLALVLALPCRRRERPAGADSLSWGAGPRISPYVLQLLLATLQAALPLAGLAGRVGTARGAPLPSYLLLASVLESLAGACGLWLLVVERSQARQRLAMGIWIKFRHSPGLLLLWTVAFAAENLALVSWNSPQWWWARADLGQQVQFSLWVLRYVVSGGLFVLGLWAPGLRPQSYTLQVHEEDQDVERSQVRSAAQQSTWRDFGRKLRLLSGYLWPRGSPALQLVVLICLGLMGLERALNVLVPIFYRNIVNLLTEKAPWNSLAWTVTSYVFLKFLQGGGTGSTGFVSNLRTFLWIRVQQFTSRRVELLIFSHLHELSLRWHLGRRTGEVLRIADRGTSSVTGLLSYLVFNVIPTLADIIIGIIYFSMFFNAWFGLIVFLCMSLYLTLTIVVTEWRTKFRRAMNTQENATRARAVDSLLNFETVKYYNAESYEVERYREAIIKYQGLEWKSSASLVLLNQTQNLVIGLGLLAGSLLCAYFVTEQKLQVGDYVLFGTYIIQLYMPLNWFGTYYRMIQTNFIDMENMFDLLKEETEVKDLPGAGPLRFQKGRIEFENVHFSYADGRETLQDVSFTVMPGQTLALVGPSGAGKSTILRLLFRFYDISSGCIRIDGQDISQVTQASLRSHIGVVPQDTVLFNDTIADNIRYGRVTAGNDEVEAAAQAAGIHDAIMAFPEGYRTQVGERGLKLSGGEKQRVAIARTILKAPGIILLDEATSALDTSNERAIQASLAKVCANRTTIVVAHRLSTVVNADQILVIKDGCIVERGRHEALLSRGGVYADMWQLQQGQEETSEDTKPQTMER
# Granule exo inh: blocks lytic granule exocytosis. TALL-104 LAMP-1 surface exposure, flow cytometry; cells stimulated with thapsigargin and PMA. inhibition, % at 10 µM. 360,000 compounds, 0.66% hits. AID 651702;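 active means inhibition above about 55%, limit read from the data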
# Glyco luc inh: blocks N-linked glycosylation in D54 reporter cells; D54 ERlucT glycosylation luciferase reporter, 24 h; percent of 100 nM tunicamycin response; reporter increase, % at 12.5 µM; 360,000 compounds, 0.23% hits; AID 588692;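 active means mean luciferase reporter signal, scaled so untreated is 0 and the glycosylation-blocking control 100, at or above a set limit in every replicate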;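 further: luciferase carries N-glycosylation sites so blocking glycosylation raises the light; 0% = median of neutral control wells and 100% = median of 100 nM tunicamycin wells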
# * marks the source's active call; other numbers are inactive results; · = no result given.
SMILES,aDG glyco up,HTR2A ag,PDI turbidity,CaV13 FRET inh,H9c2 protect,hiPSC survival,Vif inh,ABCB6 inh 2,Granule exo inh,Glyco luc inh
O=S(=O)(c1ccc(NC(=S)Nc2ccc(OC(F)F)cc2)cc1)N1CCOCC1,-0.1,5,-4,-3,-1,-0.5,-3,93,6,0
CC(=O)c1ccc(NC(=S)Nc2cccc3cnccc23)cc1,0.3,-5,-6,-6,-10,4.2,0,93,2,6
COc1ccc(NC(=O)CSc2nnc(CCC(=O)Nc3ccc(C)c(Cl)c3)n2C)cc1,-0.1,-2,5,·,8,2.8,8,98,0,1
O=C1C2CCCN2c2ccc(S(=O)(=O)N3CCOCC3)cc2N1Cc1ccccc1F (centres undefined),-0.2,1,6,·,13,1.6,-7,95,-2,0
Cc1ccc(C(=O)N/C(=C\c2ccc(-c3cc(Cl)ccc3Cl)o2)C(=O)NCc2cccnc2)cc1,0.3,-4,-1,·,3,-2.0,-10,100,7,0
COc1ccc(CN(C)C2CCN(C)CC2)cc1OC,-0.1,-3,15,-20,4,0.1,14,97,4,1
Cc1c(Cl)c([N+](=O)[O-])nn1CC(=O)N1CCCC1,-0.2,2,12,11,2,0.8,11,98,-1,7
CC(C)CC(Nc1ncnc2scc(-c3ccccc3)c12)C(=O)O (centres undefined),0.1,-8,24,-20,4,-0.7,8,96,-8,0
O=C(CCCCCNc1nc(=S)[nH]c2ccccc12)N1CCN(c2ccccn2)CC1,0.3,-2,3,-4,16,-0.5,-21,74*,-1,6
CN(c1ccccc1)S(=O)(=O)c1ccc(NC(=O)C2CCCCC2C(=O)O)cc1 (centres undefined),-0.1,5,4,·,6,-0.9,5,98,0,1
COc1cc([C@@H]2CC=C(C(=O)O)[C@H](c3ccccc3F)N2S(=O)(=O)c2ccc(C)cc2)cc(OC)c1OC,-0.3,1,1,-13,-3,0.0,-3,98,0,1
Cc1cn(CC(=O)c2ccccc2)c2ccccc12,-0.1,-3,7,-20,-7,-0.6,6,102,-4,0
CCN(CC(=O)NCc1ccc(F)cc1)CC(=O)Nc1ccc(Br)cc1F,0.0,-4,-7,-10,-2,0.3,-3,97,-4,1
Cc1nc(N2CCN(C(=O)c3ccco3)CC2)nc2c1C(=O)CC(C)C2 (centres undefined),0.3,8,-6,-3,7,0.6,-2,107,-6,0
COc1ccc(C(=O)Nc2ccc(C)cc2C(=O)c2ccccc2)cc1,-0.1,-6,10,-5,-7,-1.6,9,80,4,-3
CCc1cccc2c(C(=O)COC(=O)C3=NNC(=O)CC3)c[nH]c12,-0.1,-1,2,9,1,-1.9,·,85,5,-2
CN(C)c1ccc(NC(=O)CSc2nnc(-c3cnccn3)n2C)cc1,-0.2,0,-2,-2,-5,-0.5,16,91,2,2
C/C(CC(=O)Nc1ccccn1)=N\NC(=O)c1ccc(C)cc1,-0.2,-4,-4,-4,-4,1.0,-4,92,-2,0
O=C(Nc1ccccn1)C(=O)N1CCCCC1,0.1,-2,-1,-3,1,-0.2,·,83,-1,2
Oc1cccc(Nc2ccccc2)c1,-0.3,1,·,·,-2,1.4,1,96,0,-1
CC(NC(=O)c1cc(S(=O)(=O)N2CCCC2)ccc1Cl)c1ccccn1 (centres undefined),0.1,3,-6,-5,-3,-0.5,-2,98,0,-1
COC(=O)c1ccc2c(c1C(=O)OC)CN(S(=O)(=O)C(C)(C)C)[C@H]2CCO,-0.2,1,-5,-4,4,-3.6,·,101,1,1
CCOc1ccccc1NC(=O)c1cnc(NS(=O)(=O)c2ccccc2)nc1,0.1,-4,5,-4,0,1.9,13,98,0,1
CC(C)(C)NC(=O)C(Cc1ccccc1)NS(=O)(=O)c1ccc2c(c1)CCC(=O)N2 (centres undefined),0.0,-2,7,-4,7,-1.1,-10,103,0,2
c1ccc(-c2cc3ccccc3[nH]2)cc1,0.6,-2,5,-4,-22,-1.3,-7,95,7,-3

# Quoted at random: 3 entries already listed.
SMILES,aDG glyco up,HTR2A ag,PDI turbidity,CaV13 FRET inh,H9c2 protect,hiPSC survival,Vif inh,ABCB6 inh 2,Granule exo inh,Glyco luc inh
O=C(CCCCCNc1nc(=S)[nH]c2ccccc12)N1CCN(c2ccccn2)CC1,0.3,-2,3,-4,16,-0.5,-21,74*,-1,6
CC(C)(C)NC(=O)C(Cc1ccccc1)NS(=O)(=O)c1ccc2c(c1)CCC(=O)N2 (centres undefined),0.0,-2,7,-4,7,-1.1,-10,103,0,2
Cc1ccc(C(=O)N/C(=C\c2ccc(-c3cc(Cl)ccc3Cl)o2)C(=O)NCc2cccnc2)cc1,0.3,-4,-1,·,3,-2.0,-10,100,7,0

# Next part
SMILES,aDG glyco up,HTR2A ag,PDI turbidity,CaV13 FRET inh,H9c2 protect,hiPSC survival,Vif inh,ABCB6 inh 2,Granule exo inh,Glyco luc inh
COc1ccccc1COCC(O)CN(Cc1ccco1)Cc1ccccc1O (centres undefined),0.2,0,18,-2,-7,3.6,5,97,3,-3
Oc1c(I)cc(I)c2cccnc12,0.1,-3,4,-5,38,-3.3,-7,98,74*,-4
Cc1onc(-c2ccccc2)c1C(=O)N1CCC(CO)(Cc2ccccc2)CC1,0.2,9,-6,-15,7,-0.7,12,95,-1,2
CSc1ccc(CN2CCC(C)(Oc3ccccc3F)C2)cc1 (centres undefined),-0.1,1,4,-4,-7,0.4,-6,98,-6,1
COC(=O)C1=C(C)NC(=O)NC1c1ccc2c(c1)OCO2 (centres undefined),0.4,-3,0,-5,4,-0.7,-8,101,-4,1
CC(=O)Nc1ccc(S(=O)(=O)NNC(=O)c2cccc(Cl)c2)cc1,1.2,5,-33,-3,2,0.1,-6,83,-6,0
COc1cccc(C(=O)N/N=C(/CCC(=O)O)c2ccccc2)c1,-0.1,1,-2,-3,13,0.6,0,96,-8,1
COc1cc(OC)c(C2=NOC(C(=O)N3CCc4ccccc4C3)C2)cc1Cl (centres undefined),0.2,8,3,-7,0,-0.8,-15,96,3,1
C=CCn1c(=NC(=O)C2COc3ccccc3O2)sc2cccc(OC)c21 (centres undefined),0.8,4,4,-4,-17,-0.4,-7,97,15,-4
CCN1CCN(c2cc(C)c3cc(NC(=O)c4cc(OC)cc(OC)c4)ccc3n2)CC1,-0.1,-10,-4,-2,-13,0.0,13,98,11,-2
Cc1ccccc1NC(=O)C1CCCN(C(=O)Nc2ccc(F)cc2)C1 (centres undefined),0.1,-3,-1,-5,5,1.9,-1,96,-11,3
O=C(CCCn1c(SCC(=O)NCC2CCCO2)nc2ccccc2c1=O)NCC1CCCO1 (centres undefined),0.1,-3,-2,-4,-2,-1.9,-5,89,-3,1
CCCSc1cc(Cl)nc(N)n1,0.0,4,1,-15,-10,0.3,-6,98,-4,-2
CN(C)CCNC(=O)c1ccc(COCC(F)(F)F)cc1,0.1,-6,-2,-9,-1,-1.8,-4,99,-5,-1
COc1ccccc1NC(=S)N=Nc1c(O)[nH]c2ccc(Br)cc12,-0.2,-7,-1,-3,4,-0.3,-3,95,-3,-9
COC(=O)c1cccc(C(=O)N2CCC(CO)(CCc3ccccc3)CC2)c1,0.1,-3,4,-5,2,-0.1,-4,101,3,3
CC(C(=O)N1CCN(c2ccccc2)CC1)N1C(=O)C2CC=CCC2C1=O (centres undefined),0.0,0,-3,-4,-2,0.3,5,98,-1,1
CCCc1ccc(Oc2c(-c3ccc(O)c(C)c3O)n[nH]c2C)cc1,-0.1,-1,14,-3,-8,0.1,-4,93,10,1
CCn1c(SCC(=O)NC2CCCC2)nc2c(c1=O)SCC2,-0.2,7,11,-9,11,2.1,0,96,-9,0
CSc1nnc(-c2cnccn2)n1CCCN1CCCC1=O,0.0,0,4,-8,-1,3.3,-7,99,0,1
COc1cc(C(=O)NCCOc2ccccc2)cc(OC)c1OC,0.0,2,18,-3,2,1.1,-6,98,11,1
O=C(O)CSCC(=O)N1CCN(S(=O)(=O)c2ccccc2)CC1,-0.4,2,1,7,-10,1.1,-4,101,1,1
Cc1ccc(NC(=O)CSc2nnc(N)s2)cc1S(=O)(=O)N1CCOCC1,0.4,2,4,-6,8,0.4,-1,103,4,3
CC12CCC(C(=O)Nc3nc4ccccc4s3)(OC1=O)C2(C)C (centres undefined),0.2,1,-1,7,0,-0.5,-5,92,0,-2
Cc1csc(SCC(=O)NCc2cccc(Cl)c2)n1,0.4,5,12,-18,-7,3.1,-6,99,-6,0
SMILES,aDG glyco up,HTR2A ag,PDI turbidity,CaV13 FRET inh,H9c2 protect,hiPSC survival,Vif inh,ABCB6 inh 2,Granule exo inh,Glyco luc inh
CSCCC(NS(=O)(=O)c1ccc(Cl)cc1)C(=O)OCc1c(Cl)cccc1Cl (centres undefined),0.0,-3,-4,-2,-14,-1.5,0,96,-2,-1
O=c1c2ccccc2cnn1-c1ccc(Cl)nn1,-0.2,1,-2,-5,-2,-3.4,8,104,-1,-2
CCOc1ccc2[nH]c(=O)c(C(c3nnnn3Cc3ccco3)N3CCCC(C)C3)cc2c1 (centres undefined),-0.4,-2,3,-1,12,2.2,8,100,0,3
CCCC(=O)Nc1ccc2c(c1)C(=O)N(CCC(=O)O)C2=O,-0.2,-2,-1,-11,3,0.9,16,97,0,3
COc1cc(C(=O)N2CCC(NC(=O)C(Cc3ccc(C(C)C)cc3)NC(C)=O)CC2)cc(OC)c1OC (centres undefined),-0.1,-3,-12,-9,3,-1.2,-1,97,-1,5
O=C(c1nc2ccc(Cl)cn2c1CN1CCC[C@H]1CO)N1CCCCCCC1,-0.1,2,-6,·,2,0.3,-4,106,-2,6
COC(=O)CSc1nccc(C)n1,0.0,0,-10,-3,3,1.1,-20,105,1,1

# Record cards (already shown). Order of values: aDG glyco up, HTR2A ag, PDI turbidity, CaV13 FRET inh, H9c2 protect, hiPSC survival, Vif inh, ABCB6 inh 2, Granule exo inh, Glyco luc inh
# `O=C(c1nc2ccc(Cl)cn2c1CN1CCC[C@H]1CO)N1CCCCCCC1` is entered as -0.1, 2, -6, ·, 2, 0.3, -4, 106, -2, 6
# `CCOc1ccc2[nH]c(=O)c(C(c3nnnn3Cc3ccco3)N3CCCC(C)C3)cc2c1` (centres undefined) is entered as -0.4, -2, 3, -1, 12, 2.2, 8, 100, 0, 3
# `CSCCC(NS(=O)(=O)c1ccc(Cl)cc1)C(=O)OCc1c(Cl)cccc1Cl` (centres undefined) is entered as 0.0, -3, -4, -2, -14, -1.5, 0, 96, -2, -1

# Screening data from PubChem BioAssay.

# Not a hit list (roughly 3.1% active in at least one column).
